Bioassay records as filed in PubChem.
dFosB activator – mouse delta FosB homodimer activation | AID 493131 | purified delta FosB, TAMRA-CDK5 oligo fluorescence polarization; percent of positive-control signal above neutral wells | activation, % at 25 µM | 340,000 tested, 0.99% active | P13346;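 active = mean activation above about 17%, with every replicate also reaching it, limit read from the data, passing the limit was not always enough; inconclusive = only one of the two conditions met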;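 note: fluorescence polarization rise as delta FosB binds a TAMRA Cdk5 AP-1 oligo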
Target sequence (P13346 whole entry, looked up): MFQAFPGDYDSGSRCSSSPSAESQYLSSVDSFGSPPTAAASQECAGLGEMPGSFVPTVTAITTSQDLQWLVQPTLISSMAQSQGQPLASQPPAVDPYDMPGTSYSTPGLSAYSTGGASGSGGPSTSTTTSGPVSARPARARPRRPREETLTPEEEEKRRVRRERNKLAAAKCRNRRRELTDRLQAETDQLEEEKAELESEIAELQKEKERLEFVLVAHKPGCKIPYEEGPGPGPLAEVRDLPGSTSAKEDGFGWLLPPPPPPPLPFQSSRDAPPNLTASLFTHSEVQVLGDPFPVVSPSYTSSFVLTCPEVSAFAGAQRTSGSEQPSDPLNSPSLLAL
SR-BI DiI-HDL act – activators of SR-BI mediated HDL lipid uptake; CHO ldlA[mSR-BI] cells, DiI-HDL uptake fluorescence, 3 h; 100 = double the neutral-control signal; activation, % at 12.5 µM; 320,000 tested, 0.096% active; AID 504775;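 active = mean replicate activation of at least 60% and every replicate at or above 60%; inconclusive = mean or all-replicate condition met, but not both; inactive = mean below 60% and not all replicates reaching 60%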;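 note: 0% = median plate neutral-control signal and 100% = twice that signal; values of inactives mirror those of a sister screen read the other way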
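Assay system: CHO ldlA[mSR-BI] cells, LDL receptor-null, SR-BI overexpressing; medium: Ham's F12 with 0.5% BSA, HEPES 25 mM, pH 7.4; also added: DiI-HDL 10 µg/mL; timing: 3 h uptake period with compound, 37 °C; signal: DiI fluorescence, bottom read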
SR-BI HDL uptake – inhibitors of mouse SR-BI mediated HDL lipid uptake; ldlA[mSR-BI] CHO cells, DiI-HDL uptake fluorescence, 3 h; inhibition, % at 12.5 µM; 320,000 tested, 0.96% active; AID 488896;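 active = mean replicate inhibition of at least 70% and a set share of replicates each scoring 70 or more; inconclusive = meets just one of the two criteria; inactive = fails both criteria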;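 note: 0% = median of neutral control wells and 100% = median of positive control wells; values of inactives mirror those of a sister screen read the other way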
HTR5A ag – activates human HTR5A in OPRM1-OPRD1 agonist counter-screen; P47898; HTR5A agonist assay, luminescence, cell-based; 340,000 tested, 0.61% active; activation, % at 9.3 µM; in the data active = activation mostly above about 9.5%, no sharp cut-off; inactive = mostly below about 7.6%;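 note: 0% = cells with vehicle only and 100% = reference agonist; strong numbers were not always called active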
PvdQ inh – blocks Pseudomonas aeruginosa PvdQ acylase activity | purified PvdQ acylase, fluorescence plate reader | inhibition, % at 10 µM | 340,000 tested, 0.063% active | AID 488965; in the data active = inhibition above about 30%, passing the limit was not always enough; inconclusive = no clear call, values can overlap the other calls;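 note: 0% = vehicle neutral wells and 100% = reference inhibitor wells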
MITF act – increases MITF-driven TRPM1 promoter luciferase signal; SK-MEL-5 TRPM1-promoter luciferase, 24 h; % of positive control, neutral wells = 0; activation, % at 12.5 µM; 300,000 tested, 0.75% active; AID 588334;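 active = mean activation of at least 80% with every replicate also reaching 80%; inconclusive = mean reaches 80% but some replicate falls short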;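 note: 0% = neutral control wells and 100% = parthenolide positive control wells; values of inactives mirror those of a sister screen read the other way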
CDK5 p35 inh – blocks human CDK5/p35 kinase activity. Q00535+Q15078. Recombinant CDK5/p35, ADP-Glo luminescence, 60 min. inhibition, % at 10 µM. 330,000 tested, 0.01% active. AID 488839;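 active = highest replicate inhibition of at least 50% and at least 75% of replicates reaching 50%; inconclusive = only one of the two criteria met; inactive = both criteria failed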;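 note: plate controls were DMSO neutral control for no effect and GW8510 at 10 µM for full effect; many of its hits are not listed in these tables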
Rtt109 Vps75 – C. albicans Rtt109 histone acetyltransferase inhibition; Q5AAJ8; purified Rtt109/Vps75, ThioGlo CoA-SH fluorescence, 4 h; inhibition, % at 34.9 µM; 330,000 tested, 0.16% active; AID 540336;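 active = inhibition of at least 50% in every replicate; inconclusive = best replicate reaches 50% inhibition but some replicates fall short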
Target sequence (Q5AAJ8 whole entry, looked up): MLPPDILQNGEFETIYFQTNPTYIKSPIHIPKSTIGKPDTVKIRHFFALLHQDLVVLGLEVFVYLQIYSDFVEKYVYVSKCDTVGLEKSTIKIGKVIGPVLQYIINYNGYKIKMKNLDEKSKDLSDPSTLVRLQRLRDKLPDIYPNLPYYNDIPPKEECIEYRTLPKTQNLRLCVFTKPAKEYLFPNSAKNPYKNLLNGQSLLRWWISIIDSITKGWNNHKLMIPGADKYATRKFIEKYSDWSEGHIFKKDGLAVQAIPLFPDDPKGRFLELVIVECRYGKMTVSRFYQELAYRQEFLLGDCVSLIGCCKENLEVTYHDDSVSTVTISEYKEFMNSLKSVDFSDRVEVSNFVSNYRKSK
RTF Ca sens act – cardiac RTF calcium sensitization; AID 493008; activation, % at 7.2 µM; 340,000 tested, 0.24% active; IANBD-labeled TnC RTF fluorescence at EC20 calcium; 0% EC20 calcium, 100% full calcium; P19429+P45379;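 active = activation above the mean over all tested compounds plus 3 SD, cut at about 30% in these data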;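 note: rise in fluorescence read as greater calcium sensitivity of cardiac thin filaments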
Wnt act – activators of Wnt/beta-catenin signaling; Wnt/beta-catenin reporter cell assay, activator, plate reader; activation, % at 9.35 µM; 300,000 tested, 1.2% active; AID 743398; in the data active = activation above about 30%, passing the limit was not always enough; inconclusive = no clear call, values can overlap the other calls;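 note: 0% = neutral control wells and 100% = positive control wells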
Starred values were filed as active, the others as inactive; u = inconclusive; x = no result given.

1	Cc1ccc(-c2nc3ccccc3c(=O)n2NC(=O)c2cccs2)cc1
2	C=CCC1Cc2c(cccc2[N+](=O)[O-])C(CC=C)N1 (stereo not drawn)
3	S=c1[nH]nc(-c2ccncc2)n1CC1CCCO1 (stereo not drawn)
4	Cc1cc(C)nc(/N=C(/NC(=O)Nc2cccc(Cl)c2)Nc2ccccc2)n1
5	O=C(NNS(=O)(=O)c1ccccc1)c1csc(-c2cccnc2)n1
6	Cc1nc2c(C)cccn2c1/C(O)=C1\C(=O)C(=O)N(CCN2CCOCC2)C1c1ccncc1 (stereo not drawn)
7	COc1cccc(/C=C/C(=O)c2ccc(NC3=NCCCS3)cc2)c1
8	CN(C(=O)CSc1cc(Cl)ccc1Cl)C1CCS(=O)(=O)C1 (stereo not drawn)

Assay by compound,1,2,3,4,5,6,7,8
dFosB activator,-3,2,0,1,2,7,3,-5
SR-BI DiI-HDL act,-19,12,18,-40,35,37,-35,-1
SR-BI HDL uptake,19,-12,-18,40,-35,-37,35,1
HTR5A ag,-2,-2,0,-8,5,-1,-1,0
PvdQ inh,-3,-19,-5,-8,6,12,4,8
MITF act,-8,-8,10,38,x,0,-5,7
CDK5 p35 inh,-1.3,-0.8,-3.3,1.1,1.8,1.2,1.8,0.3
Rtt109 Vps75,-6,-2,5,9,-21,14,-5,-3
RTF Ca sens act,-1,-4,13,1,8,-3,6,-5
Wnt act,x,-1,x,x,-1,0,u,-6

9	O=C(O)c1ccccc1NC(=O)C(c1ccccc1)c1ccccc1
10	Cc1[nH]ncc1N=Cc1ccc([N+](=O)[O-])cc1
11	COc1ccc(/C=N/NC(=O)C(=O)NCC2CCCO2)cc1 (stereo not drawn)
12	CC(C)Cn1c(N)c(C(=O)COC(=O)c2cccnc2Cl)c(=O)n(C)c1=O
13	N#Cc1ccc2c(c1)NC(=O)C1CCCN21 (stereo not drawn)
14	CCCN1C(=O)/C(=C/c2ccncc2)SC1=S
15	CC(C)(C)n1nnnc1C(c1cccs1)N1CCN(c2ccccc2)CC1 (stereo not drawn)
16	COC(=O)/C(=C\Nc1ccc(Cl)cc1Cl)NC(=O)c1ccc(Cl)cc1Cl

Assay by compound,9,10,11,12,13,14,15,16
dFosB activator,2,2,5,-5,2,3,-7,5
SR-BI DiI-HDL act,15,13,25,-27,-4,37,-24,-47
SR-BI HDL uptake,-15,-13,-25,27,4,-37,24,47
HTR5A ag,8,1,-4,-2,-3,1,4,8
PvdQ inh,18,-10,-8,-7,-12,6,-7,3
MITF act,x,-5,13,-7,-4,-8,x,0
CDK5 p35 inh,0.1,-2.8,1.1,-2.5,1.0,0.1,-1.4,1.3
Rtt109 Vps75,-4,x,-6,-2,8,1,0,4
RTF Ca sens act,-2,-2,2,0,0,8,-1,-1
Wnt act,1,x,-1,-3,-3,-2,-1,7

17	COc1cccc(N2CCN(c3ccc4nnc(CCC(=O)Nc5ccccc5OC)n4n3)CC2)c1
18	CCOC(=O)C1(Cc2ccccc2C)CCCN(Cc2cc(OC)c(O)c(OC)c2)C1 (stereo not drawn)
19	COc1ccc(N(Cc2cc3cccc(C)c3[nH]c2=O)S(=O)(=O)c2ccc(OC)cc2)cc1
20	COc1cc(C2c3c(oc4c(C)cc(C)cc4c3=O)C(=O)N2Cc2cccnc2)ccc1O (stereo not drawn)
21	COc1cccc(NC(=S)NNC(=O)c2c([N+](=O)[O-])c(C)nn2C)c1
22	O=C1OC(c2ccc(Cl)cc2)=N/C1=C\C=C\c1ccco1
23	COc1cc(/C=N/Nc2ccc(Cl)c(C(=O)O)c2)ccc1OC(=O)c1cccs1
24	O=C1CCC[C@@H]2Cc3nc4cc5c(cc4cc3[C@@H]3CCN1[C@H]23)OCO5

Assay by compound,17,18,19,20,21,22,23,24
dFosB activator,-9,-8,2,0,2,-7,3,-1
SR-BI DiI-HDL act,-21,12,11,-28,19,2,11,-3
SR-BI HDL uptake,21,-12,-11,28,-19,-2,-11,3
HTR5A ag,1,-7,-2,5,2,5,0,2
PvdQ inh,-9,-11,-4,-5,9,3,-7,-4
MITF act,-4,1,-25,-2,6,-8,-5,18
CDK5 p35 inh,1.6,0.5,-0.3,0.9,0.9,-1.0,-0.4,0.8
Rtt109 Vps75,14,7,24,5,2,22,23,4
RTF Ca sens act,1,1,-8,-5,4,-1,0,13
Wnt act,-1,1,-1,-5,x,1,37*,19

25	c1ccc(Nc2nc3ccccc3n3cnnc23)cc1
26	Cc1ccc(C)c(N2CCN(CC(=O)Nc3ccc4[nH]c(=O)[nH]c4c3)CC2)c1
27	COc1ccc(C2CCCN2C(=S)Nc2cccc(C)c2)cc1OC (stereo not drawn)
28	Clc1ccc(OCCNCCc2ccccc2)cc1
29	Cc1nnc(SC(C)C(=O)N(C)C2CCCCC2)n1N (stereo not drawn)
30	Cc1nnc(SCC(=O)Nc2ccc3c(c2)OCO3)s1
31	Cc1ccc(SCC(=O)Nc2cc(S(=O)(=O)N3CCCCC3)ccc2C)cc1
32	Oc1ccccc1/C=N/c1c(-c2ccco2)nc2ccccn12

Assay by compound,25,26,27,28,29,30,31,32
dFosB activator,-12,-6,1,-1,-1,-2,-6,-6
SR-BI DiI-HDL act,-1,17,x,5,25,26,-18,-12
SR-BI HDL uptake,1,-17,x,-5,-25,-26,18,12
HTR5A ag,7,-3,4,1,0,-7,4,3
PvdQ inh,-5,-9,0,-4,4,-11,-21,-6
MITF act,-8,x,5,-9,0,4,-2,39
CDK5 p35 inh,-5.9,-0.7,0.7,-0.5,0.2,-1.6,-2.3,1.6
Rtt109 Vps75,-2,-4,x,5,-5,-14,-4,-6
RTF Ca sens act,16,5,-3,0,-5,-3,-4,3
Wnt act,4,-3,-1,1,-2,2,-9,1

33	CC(Oc1cccc([N+](=O)[O-])c1)C(=O)NCCC1=CCCCC1 (stereo not drawn)
34	CCN1/C(=C/c2ccc3cc(C)cc(C)c3[n+]2CC)Sc2cc(C)ccc21
35	O=C(Nc1ccc(Nc2ccccc2)cc1)c1c(Cl)cccc1Cl
36	CC(C)Cn1cc(C(=O)N2CCN(c3ccccn3)CC2)c2c3ccccc3n(C)c2c1=O
37	O=C1CN(S(=O)(=O)c2ccccc2Cl)CCN1
38	Clc1ccc(-c2ccc(-c3nn4c(-c5ccco5)nnc4s3)o2)cc1
39	COc1ccc(C(=O)c2ncc(C(F)(F)F)cc2Cl)cc1
40	NS(=O)(=O)c1ccc(N=Nc2c(=O)[nH]n3c(=O)c4c([nH]c23)CCCC4)cc1

Assay by compound,33,34,35,36,37,38,39,40
dFosB activator,-5,-178,-9,-4,-6,-12,-7,0
SR-BI DiI-HDL act,6,-68,-13,-10,26,-5,11,12
SR-BI HDL uptake,-6,68,13,10,-26,5,-11,-12
HTR5A ag,-4,1,-2,4,-1,3,-3,-3
PvdQ inh,-5,-11,-8,5,-8,0,-14,0
MITF act,-3,-81,-8,17,0,6,2,-3
CDK5 p35 inh,-0.7,1.9,-0.6,-3.1,1.8,-1.9,-2.6,-0.1
Rtt109 Vps75,2,82*,-6,-11,-2,-8,0,6
RTF Ca sens act,-7,66*,-5,-1,0,-3,-2,-3
Wnt act,-2,-19,0,-6,-1,x,-1,0

41	O=C(NNC(=O)c1ccccc1Cl)c1cccnc1
42	CCOc1ccc(N(CC)C(=O)c2nn(-c3ccc(OC)cc3)c(=O)c3c2c2ccccc2n3C)cc1
43	CC(=O)c1c(C)[nH]c(C(=O)OCC(=O)Nc2cc(S(=O)(=O)N3CCCCC3)ccc2C)c1C
44	COc1ccc(C2CC(C(F)(F)F)n3nc(C(=O)O)cc3N2)cc1 (stereo not drawn)
45	CCCCC(=O)Nc1cccc(-c2nc3ncccc3o2)c1
46	Cc1ccc(N2CCN(S(=O)(=O)c3ccc(F)cc3)CC2)c(C)c1
47	Cc1cc(S(=O)(=O)N2CCCC2C(=O)N2CCOCC2)c(C)cc1Cl (stereo not drawn)
48	Cc1ccc(S(=O)(=O)N(C)Cc2ccc(C(=O)N/N=C3\CC(=O)CC(C)(C)C3)cc2)cc1

Assay by compound,41,42,43,44,45,46,47,48
dFosB activator,7,-12,-4,0,-29,-1,-4,-1
SR-BI DiI-HDL act,x,-7,-61,x,-14,18,13,13
SR-BI HDL uptake,x,7,61,x,14,-18,-13,-13
HTR5A ag,10,-2,0,0,2,-3,-4,1
PvdQ inh,-16,-7,5,-11,-7,-4,-5,-17
MITF act,-4,2,9,6,x,6,x,0
CDK5 p35 inh,-0.5,0.6,-0.8,-0.1,-2.3,1.5,-2.6,-3.0
Rtt109 Vps75,-8,11,-1,4,x,-4,1,1
RTF Ca sens act,2,-6,-2,8,-1,-5,-4,15
Wnt act,-1,x,-3,-1,x,3,x,0

49	CCOC(=O)c1c(C)nc2sc3c(c2c1-c1ccc(OC)cc1)NC(c1ccccc1)NC3=O (stereo not drawn)
50	COCC(=O)N1CCC(Oc2ccc(C(=O)NCc3cc(C)n(C)n3)cc2)CC1
51	Cc1nc(C)c(-c2csc(Nc3ccc(N)cc3)n2)s1
52	COC(=O)c1ccc(C(=O)OC)c(NC(=O)COC(=O)CC2CC3CCC2C3)c1 (stereo not drawn)
53	O=c1cc(/C=C/c2ccccc2)oc2ccccc12
54	CCOc1ccc(C(=O)Nc2cccc(-c3nc4ccccc4[nH]3)c2C)cc1[N+](=O)[O-]

Assay by compound,49,50,51,52,53,54
dFosB activator,8,-11,-6,-5,-42,3
SR-BI DiI-HDL act,-32,9,-37,-2,-1,-60
SR-BI HDL uptake,32,-9,37,2,1,60
HTR5A ag,4,-1,1,-2,2,-5
PvdQ inh,-6,13,-19,-11,2,6
MITF act,1,8,x,-7,32,0
CDK5 p35 inh,1.7,-1.3,3.7,-0.7,-0.5,2.1
Rtt109 Vps75,-45,-3,-2,2,11,4
RTF Ca sens act,2,-4,3,-3,-3,-1
Wnt act,x,1,0,-7,x,-12

The order is random; about 4.4% have a hit in one of these screens.
